Screens (PubChem BioAssay)
HTR1E agonist = 5-HT1E (human) receptor agonism; 65,000 compounds, 0.69% hits; CHO 5-HT1E Ga15 NFAT-bla reporter, FRET; 0% DMSO wells, 100% control agonist wells; activation, % at 6 µM; P28566;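 active means activation above a set limit, the screen-wide mean activation plus 3 SD, cut at about 8.5% in these data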;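 further: 100% = positive control agonist at 1 µM giving full maximal response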
HEK293 NFkB inh = inhibitors of the PMA/ionomycin-induced NF-kB reporter in HEK293 cells; HEK-293 NF-kB luciferase reporter, luminescence; inhibition, % at 3 µM; 62,000 compounds, 0.21% hits; AID 465;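 active means inhibition above the mean of all tested compounds plus 3 SD, cut at about 40% in these data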;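 further: 0% = stimulated DMSO wells and 100% = 10 µM reference inhibitor 5653914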
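System: NF-kB luciferase reporter HEK-293 cells | Replication: Single test | Control set: DMSO vs reference inhibitor | Evaluation: % inhibition | Schedule: 1 h pretreatment, 16 h stimulation, 37 °C | Probe or stimulus: PMA with ionomycin | Compound dosing: One dose, 3 µM | Detection: Luciferase luminescence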
S1P3 agonist = S1P3 (human) receptor agonism; 60,000 compounds, 0.1% hits; S1P3 NFAT-BLA reporter cells, FRET ratio; relative to 1 µM S1P, basal subtracted; activation, % at 4.5 µM;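 active means activation above the screen-wide mean plus 3 SD, cut at about 4.5% in these data, passing the limit was not always enough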; further: some compounds called inactive have numbers as strong as hits
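Benchmarks: high control 1 µM S1P / System: stable CHO line with human S1P3, Gα16, NFAT-BLA reporter / Dosing: single compound concentration, 4.5 µM final / Timing: 4 h compound at 37 °C, 2 h substrate at RT / Measured by: FRET β-lactamase substrate fluorescence, excitation 405 nm, 460/535 nm emission ratio, background-subtracted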
S1P1 ag pot = activates or potentiates agonism at human S1P1 receptor; P21453; S1P1 CRE-bla cells, forskolin, beta-lactamase FRET, potentiator mode; S1P1 agonist co-added at EC20, 2 nM; 100% = saturating reference agonist, 0% = basal; activation, % at 9.5 µM; 56,000 compounds, 0.57% hits; AID 449;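 active means activation above a cutoff set at the mean activation of all tested compounds plus 3 SD, cut at about 54% in these data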;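 further: forskolin at 4 µM as EC80 and the EC20 agonist is SEW2871; 100% = SEW2871 at its EC100 plus forskolin at EC80; some compounds past the cut are filed as inactive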
D1 allo mod = allosteric modulators of human D1 dopamine receptor | HEK293 D1, CRE-luciferase, dopamine EC30 potentiation; actives deviate in either direction | P21728 | B-score at 10 µM | AID 641 | 58,000 compounds, 5.9% hits;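 active means luminescence count or its row- and column-corrected plate score outside the 99.7% band of the plate's sample wells, on either side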
Target sequence (P21728 whole entry, looked up): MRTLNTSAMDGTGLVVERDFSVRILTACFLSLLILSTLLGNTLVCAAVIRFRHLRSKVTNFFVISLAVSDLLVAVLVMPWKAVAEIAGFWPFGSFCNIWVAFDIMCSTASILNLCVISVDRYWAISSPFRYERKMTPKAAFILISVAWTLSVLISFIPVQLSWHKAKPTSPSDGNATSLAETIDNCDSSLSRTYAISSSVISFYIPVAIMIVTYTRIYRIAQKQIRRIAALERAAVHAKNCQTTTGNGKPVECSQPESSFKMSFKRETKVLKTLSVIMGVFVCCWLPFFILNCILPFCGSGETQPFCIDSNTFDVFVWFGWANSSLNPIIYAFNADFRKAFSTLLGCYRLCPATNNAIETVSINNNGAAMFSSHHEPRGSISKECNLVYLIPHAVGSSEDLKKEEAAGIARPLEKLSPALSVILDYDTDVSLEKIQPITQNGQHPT
5-HT1A blocker = 5-HT1a (human) receptor antagonism | P08908 | CHO 5-HT1a Ga15 NFAT-bla reporter, antagonist mode | inhibition, % at 10 µM | 62,000 compounds, 0.68% hits | AID 612;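 active means inhibition above the mean of all tested compounds plus 3 SD, cut at about 43% in these data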;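 further: receptor stimulated by 5-CT agonist at 100 nM near EC80; beta-lactamase reporter measured by ratiometric fluorescence of a cleavable substrate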
Target sequence (P08908 whole entry, looked up): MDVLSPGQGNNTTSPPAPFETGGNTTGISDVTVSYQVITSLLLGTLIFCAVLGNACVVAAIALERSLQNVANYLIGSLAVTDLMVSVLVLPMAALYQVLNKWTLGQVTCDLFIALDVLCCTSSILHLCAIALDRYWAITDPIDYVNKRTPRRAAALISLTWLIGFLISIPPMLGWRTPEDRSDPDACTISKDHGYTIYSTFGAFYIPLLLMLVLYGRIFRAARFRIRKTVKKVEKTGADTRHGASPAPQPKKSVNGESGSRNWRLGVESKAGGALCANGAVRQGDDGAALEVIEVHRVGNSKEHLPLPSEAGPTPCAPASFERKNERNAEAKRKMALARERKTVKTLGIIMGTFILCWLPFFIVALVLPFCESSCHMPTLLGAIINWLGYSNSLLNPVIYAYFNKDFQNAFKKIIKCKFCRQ
5HT1a ag = activates the human 5-HT1a serotonin receptor; P08908; CHO 5-HT1a Ga15 NFAT-bla reporter, FRET ratio; 0% basal, 100% maximal reference agonist; activation, % at 10 µM; 65,000 compounds, 0.56% hits;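 active means activation above the screen-wide mean activation plus 3 SD, cut at about 19% in these data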;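 further: 0% = DMSO wells and 100% = 5-CT at EC100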
Jurkat viability = cytotoxicity toward Jurkat cells. inhibition, % at 4 µM. Jurkat E6.1 viability, ATP luminescence, 48 h. AID 463. 56,000 compounds, 1.2% hits;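 active means inhibition above the mean inhibition of all tested compounds plus 3 SD, cut at about 28% in these data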
HTR1E antagonist = blocks the human 5-HT1E serotonin receptor; CHO 5-HT1E Ga15 NFAT-bla reporter, FRET, antagonist; inhibition, % at 6 µM; 65,000 compounds, 0.99% hits;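 active means inhibition above a set limit, the mean inhibition across every tested compound plus 3 SD, cut at about 29% in these data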;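 further: signal is the 460 over 535 nm emission ratio of beta-lactamase substrate; 0% = agonist plus DMSO wells and 100% = wells without agonist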
Starred values were filed as active, the others as inactive; . = not tested or not shown.

Structure	HTR1E agonist	HEK293 NFkB inh	S1P3 agonist	S1P1 ag pot	D1 allo mod	5-HT1A blocker	5HT1a ag	Jurkat viability	HTR1E antagonist
Nc1ncnc2nc(SCc3ccccc3)[nH]c12	-0.6	.	-3.2	3	.	.	-1.7	.	-4
CC(=O)N1CCc2cc3nc(C)cc(C)c3cc21	-1.0	1	0.9	-20	.	-9	0.1	-4	-6
CCOC(=O)C(NCc1ccccn1)(NC(=O)c1cccnc1)C(F)(F)F (stereo not drawn)	0.5	7	0.1	-9	1.1	0	-3.4	-8	-1
O=c1o[nH]c(-c2ccccc2)c1C1=NCCCCC1	0.0	17	0.0	-17	9*	-14	0.2	-11	-3
Cn1c(=O)n(C)c2cc(S(=O)(=O)NCc3ccccc3)ccc21	-0.1	10	-0.3	3	0.52	0	-2.8	-1	-8
CC1CN(Cc2nc3c(c(=O)n(C)c(=O)n3C)n2CC(O)CO)CC(C)O1 (stereo not drawn)	1.6	3	-0.1	0	-0.19	2	-4.6	-3	-1
CCOC(=O)N1CCN(Cc2c(F)cccc2Cl)CC1	0.4	10	-1.3	-15	0.038	2	2.7	6	-5
COc1ccc2nc(COC(=O)c3ccco3)c(C(C)=O)[n+]([O-])c2c1	0.2	15	-1.1	8	.	2	0.4	-5	0
Cc1ccc(S(=O)(=O)NC2=NCN(C3CCN(Cc4ccccc4)CC3)CN2)cc1	1.1	5	-0.1	-29	-0.29	-8	-0.2	3	2
Cc1cccc2cc(C#N)c(NCCNS(=O)(=O)c3ccc4c(c3)OCCO4)nc12	0.8	-2	0.2	0	1.6	-13	3.6	9	24
CC1=C(C(=O)OC2CCCCCCC2)C(c2ccc(O)cc2)NC(=O)N1 (stereo not drawn)	-0.3	22	-1.4	22	0.01	26	-2.8	11	29*
O=C(CCCCn1c(=S)[nH]c2ccsc2c1=O)NCc1ccco1	-1.6	8	.	.	0.069	-3	-2.5	.	-5
CCc1ccc(NC(=O)CS(=O)CC(=O)NC(C)CCc2ccco2)cc1 (stereo not drawn)	0.3	11	.	.	0.34	-7	0.4	.	-2
COC(=O)CNc1nc(-c2ccccc2F)nc2ccccc12	-0.4	-6	-0.2	-4	1.6	18	-2.5	-2	-1
CSc1ccccc1NC(=O)c1cnccn1	-0.4	0	-0.6	-13	1.4	-2	-0.9	-5	3
O=C(NCCc1cn2ccsc2n1)C1CCCCC1	0.4	5	0.3	-14	-0.32	-9	-3.3	4	7
COc1ccc(-n2c(C)nc3c(cnn3-c3ccc(Cl)cc3)c2=O)cc1	0.1	20	-1.5	33	-0.56	-1	0.7	4	10
CC(C)C(=O)N1CCN(C2=NS(=O)(=O)c3ccccc32)CC1	0.2	8	-0.5	.	0.98	2	0.1	1	-16
O=C(CNS(=O)(=O)c1ccccc1)N1CCN(c2ccccc2)CC1	-0.7	10	0.3	3	1	-10	-1.5	3	-6
O=c1c2ccccc2c2ccccc2c(=O)n1Cc1ccco1	0.5	12	-1.2	7	0.28	0	1.0	-3	-2
COc1nc(NCCc2ccc(OC)c(OC)c2)nc(OC)n1	-0.5	6	-1.5	-10	2	12	1.4	-7	-5
CN(C)S(=O)(=O)c1ccc(C(=O)Nc2ccc(F)cc2F)cc1	-0.6	-3	-0.2	-3	-0.64	-1	1.5	-2	-6
c1coc(-c2nc3nc4ccccc4n3nc2-c2ccco2)c1	-0.4	4	-0.1	-14	2.6*	15	-0.7	-5	2
CCOc1cc(C2C(C(=O)OC)=C(C)N=C3SCCC(=O)N32)ccc1OC(C)=O (stereo not drawn)	0.8	-1	-0.7	15	5.1*	-6	0.3	6	2
Cc1ccc2c(c1)NCC(C(=O)NC1CCCCC1)O2 (stereo not drawn)	-0.6	20	.	.	2.4	-1	-0.6	.	-3
CC(CP(=O)(O)O)NC(=O)Cc1ccccc1 (stereo not drawn)	0.5	16	-1.0	-4	0.021	10	-1.4	-1	5
CCC(=O)c1ccc(O)cc1	0.1	.	-2.5	-10	0.098	.	-1.0	.	5
Cc1cc(F)c(F)c(C(=O)N2CCN(C)CC2)c1Cl	-0.1	15	-1.3	1	-0.48	2	-0.2	1	5
CCN1C(=O)c2cccc3c(S(=O)(=O)Nc4nc(C)cs4)ccc1c23	-0.5	24	0.0	-13	.	-3	0.1	2	-15
Cc1noc(C)c1S(=O)(=O)N(CC(=O)N1CCCCCC1)c1ccc(C(C)C)cc1	0.5	20	-1.2	27	1.8*	12	1.2	4	14
COc1ccc(N2CCN(CCNC(=O)c3c(C)cc(=O)oc3C)CC2)cc1	-0.1	10	.	.	0.15	-3	0.5	.	-12
COc1ccc(Cl)cc1S(=O)(=O)N1CCN(CC(=O)C(C)(C)C)CC1	-0.5	-5	-0.3	-4	0.25	6	-0.4	0	8
CCCCOc1ccc(NC(=O)CSCC(=O)OCC)cc1	0.2	4	0.1	-3	-0.058	-3	-1.8	-3	-6
CCC1(CC)Nc2ccccc2C(=O)N1c1ccc(NC(C)=O)cc1	0.0	7	0.0	-11	-0.22	7	-3.0	-5	3
C/C(=C\C(=O)c1ccc(F)cc1)Nc1ccc(N2CCOCC2)cc1	-0.7	-7	-0.4	-2	-0.03	-2	-1.0	-2	5
CCOC(=O)N1CCN(S(=O)(=O)c2ccc(OCC(=O)OC)c(C)c2)CC1	1.2	14	-0.5	.	2.2	4	-0.9	1	7
CCOc1ccc(OCC)c(NC(=O)C2C3C=CC(O3)C2C(=O)NCc2ccco2)c1 (stereo not drawn)	-0.1	10	0.5	-13	0.21	-3	-0.3	-8	9
COc1ccc(-c2cc(-c3c(O)c(OC)c4occc4c3OC)[nH]n2)cc1OC	-0.4	14	-1.8	-52	-0.18	7	2.4	1	2
CCCCOc1ccc(Cl)cc1CSc1nncn1N	-0.3	16	-0.6	.	.	4	-1.4	0	1
N#Cc1c(N2CCCC2)nc(N)c2c(N)nc(N3CCCC3)cc12	1.5	-23	1.0	-38	0.29	16	-1.1	17	15
COc1ccc(C(=O)N2CCN(C(=O)c3cc(OC)c(OC)c(OC)c3)CC2)cc1	0.9	4	0.5	4	0.22	-4	0.9	-8	-10
O=C(CSc1nnc(NC(=O)C2CCC2)s1)Nc1ccc(N2CCOCC2)cc1	0.5	3	0.7	6	1	-9	-1.4	-6	-4
FC(F)(F)c1nnc2sc(-c3cccs3)nn12	0.7	10	-1.0	-26	22*	-1	-0.2	0	-3
Cc1nn(CC(=O)Nc2ccc(C(=O)N3CCCCC3)cc2)c(=O)c2ccccc12	-0.2	8	-0.1	1	-0.32	-3	-0.2	-5	-7
N#CC1=C(N)SC(N)=C(C#N)C1c1ccnc2ccccc12	0.4	-9	-0.2	-21	.	7	-0.5	1	-2
CCOC(=O)C1=C(C)NC(C)=C(C(=O)OCC)C1c1ccc(OC)cc1	-0.8	5	0.2	-13	.	9	0.3	-7	5
Cc1ccc(C(C(=O)NCc2ccco2)N(C(=O)Cn2nnc3ccccc32)c2ccccc2)o1 (stereo not drawn)	0.2	12	0.6	12	0.024	-1	0.2	-3	-3
CCOC(=O)CN1C(=O)COc2ccc(C(C)(C)C)cc21	-1.0	8	.	.	0.61	-2	-3.0	.	7
COc1ccc(Nc2cc(C)nc3nc(C)nn23)cc1Cl	0.3	6	-1.3	-22	0.53	-3	0.8	5	5
CCCn1c(SCC(=O)Nc2ccccc2N2CCCCC2)nc2c1c(=O)n(C)c(=O)n2C	0.6	6	-1.2	-21	0.38	33	2.4	2	17
COc1ccc(OC)c(NS(=O)(=O)c2ccc3c(c2)CCC(=O)N3)c1	-0.1	17	-0.8	0	-0.32	-5	-3.4	1	-2
Cc1cc(NC(=O)CN2CCN(Cc3ccccc3)CC2)nc2c1c(=O)oc1ccccc12	0.8	6	-1.9	9	-0.041	-10	0.3	7	3
Cc1cc2nc(SCCN3CCCC3)[nH]c2cc1C	-0.7	-1	-1.3	-21	.	7	-1.8	-6	3
CCOC(=O)C1CCN(c2ncnc3nc[nH]c23)CC1	0.3	19	-0.9	2	3	-7	-3.2	-1	4
c1ccc(-c2nc(-n3ccnc3)nc(-n3ccnc3)n2)cc1	0.7	10	-0.2	-45	2.8	-9	-2.1	2	6
COc1ccc(NS(=O)(=O)c2cc(C)ccc2C)cc1	-1.3	23	-0.8	10	0.38	4	0.2	74*	12

Next compounds follow.
Structure	HTR1E agonist	HEK293 NFkB inh	S1P3 agonist	S1P1 ag pot	D1 allo mod	5-HT1A blocker	5HT1a ag	Jurkat viability	HTR1E antagonist
CCOC(=O)N1CCC(N2C(=O)c3ccccc3C2=O)CC1	0.0	10	-0.8	-24	-0.048	-5	2.2	-6	-14
CCCC(=O)NCCCCNC(=O)CCC	-1.0	-4	-0.5	-5	-0.42	6	-2.6	4	1
COc1ccc(OC)c(S(=O)(=O)N2CCCCCC2)c1	0.1	8	-0.1	-8	0.44	-11	-0.9	-3	0
CCOc1ccc(OCC)c(NC(=O)CSc2nc3c(c(=O)n(C)c(=O)n3C)n2C(C)C)c1	0.1	14	1.1	-47	2.2	-2	1.0	11	12
Cc1ccc(C(=O)Nc2ccccc2N2CCN(C(=O)C(C)C)CC2)cc1	0.6	-3	0.6	5	0.19	16	1.9	2	-11

Random draw from the library. About 8.3% of those tested had a hit in this group.
